Pf apPOL inh: Pf-apPOL inhibitors, biochemical, fluorescence. inhibition, % at 10 µM. 0.25% of 210,000 active. Recombinant Pf-apPOL, molecular beacon fluorescence, 1.5 h. Plasmodium falciparum apicoplast DNA polymerase (apPOL)
mHTT-CaM PPI inh: mutant huntingtin-calmodulin interaction inhibitors – biochemical, AlphaScreen, primary screen; P42858; AlphaScreen His-mHTT/GST-CaM binding, luminescence; inhibition, % at 15 µM; 3.6% of 190,000 active; AID 1671202, 2021;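 further: 0% = both proteins with DMSO and 100% = one protein alone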
Active calls of the source: *; . = not tested or not shown; & = joins results of further samples. No stated cut-off is given here; in the data, active means inhibition above about 50%; inactive means the rest.

SMILES | Pf apPOL inh | mHTT-CaM PPI inh
COc1cc(C2C(C#N)=C(N)N(c3cccc([N+](=O)[O-])c3)C3=C2C(=O)CCC3)cc(OC)c1OC (stereo unspecified) | 85* | 1
O=C(NCCc1cccc(Cl)c1)C1CCCCC1 | 1 | -5
O=C(NCc1ccco1)c1oc(=O)c2ccccc2c1-c1ccccc1 | -3 | -1
Cc1ccc(N(CN2CCCC2=O)C(=O)c2ccc(C)c(C)c2)cc1 | 0 | 9
COc1ccc(NC(=O)CSc2nnc3c4ccccc4n(C)c3n2)cc1 | -9 | 10
COc1ccc(/C=C2/C(=O)N(c3ccc(Cl)c(Cl)c3)N=C2C)cc1[N+](=O)[O-] | 2 | 12
CC(=O)N1CCC2(CC1)N=C(c1ccccc1O)CC(c1ccc(C)cc1C)N2 (stereo unspecified) | -5 | 58*
CCc1ccccc1NC(=O)c1ccccc1F | 0 | 4
CCCCn1c(N2CCCC(C(=O)N3CCOCC3)C2)nc2ccccc21 (stereo unspecified) | 3 | -2
COC(=O)c1ccc(S(=O)(=O)N(Cc2ccccc2)C(C)C)o1 | 6&-4 | .
CCc1ccc(N2C=C(C(=O)N3CCCCC3)S(=O)(=O)c3ccccc32)cc1 | -3 | 7
Cc1cc(C)c(C(=O)N2CCC(CC(=O)NC3CCCCCC3)CC2)[nH]1 | 0 | 4
CC1CCN(C(=O)c2ccc(OCC3CCCN(C(=O)C(C)(C)C)C3)cc2)CC1 (stereo unspecified) | -1 | 14
CCC(C)Sc1nc2c(cnn2-c2ccc(C)cc2)c(=O)[nH]1 (stereo unspecified) | 3 | -5
CSc1cccc(NC(=O)C2CC(=O)N(c3cccc(NC(C)=O)c3)C2)c1 (stereo unspecified) | 5 | 4
Cc1cccc(C(=O)N2CCC(c3nc(CNC(=O)C(C)C)cs3)CC2)c1 | 1 | -3
CCNC(=O)C1CC(c2ccccc2)=NO1 (stereo unspecified) | -1 | -4
Cc1ccc(NS(=O)(=O)c2cccc([N+](=O)[O-])c2)cc1C | -1 | 10
Brc1cccc(-c2noc(Cn3ccnc3)n2)c1 | -3 | 0
O=C(NCc1ccccc1Cl)C1CCc2sc(C(=O)N3CCCC3)cc2C1 (stereo unspecified) | 2 | 5
COc1ccc(OCc2nnc(NC(=O)Nc3ccccc3F)s2)cc1 | -6 | 9
CCOc1ccc(C(=O)Nc2c3c(nn2-c2ccc(F)cc2)CSC3)cc1 | 0 | 16
COc1cc(C=C2SC(=S)N(C(C(=O)O)C(C)C)C2=O)cc(OC)c1O (stereo unspecified) | -23 | 61*
COc1ccc(S(=O)(=O)N2CCCC2C(=O)Nc2nnc(-c3cc(C)nn3C)o2)cc1 (stereo unspecified) | 6 | 17
Cc1ccc(C2CC(C(F)(F)F)n3ncc(C(=O)Nc4ccccc4C)c3N2)cc1 (stereo unspecified) | 0 | 18
Cc1cc(OCC(=O)Nc2cccc([N+](=O)[O-])c2)cc(C)c1Cl | 0 | -8
COc1ccc(S(=O)(=O)N(CC(N)=O)c2ccc(C)cc2)cc1OC | -3 | -1
COC(=O)c1ccc(NC(=O)N2CC(C)Oc3ccc(Cl)cc32)cc1 (stereo unspecified) | -4 | -6
COc1ccc(C(=O)CC2OC(=O)c3ccccc32)cc1OC (stereo unspecified) | -6 | 1
Cc1ccccc1CNC(=O)C1=C2CCCN2c2ccccc2S1(=O)=O | 1 | -2
CN(C)C(=O)c1cc2c(s1)CCC(C(=O)NCc1ccc(F)cc1Cl)C2 (stereo unspecified) | -8 | 0
O=[N+]([O-])c1ccc2c(c1)C(N1CCOCC1)/C(=C/c1ccccc1)O2 (stereo unspecified) | -4 | 18
Cc1cc(N)n2nc(-c3ccccc3)cc2n1 | -4 | 2
COc1ccc(C)cc1NC(=O)N1CC(C)C(c2nc(-c3ccccc3)no2)C1 (stereo unspecified) | 0 | 1
Cc1nnc2n1CCN(C(=O)Cc1ccccc1F)C2 | 1 | -9
O=C(Nc1ccccc1)N(O)C(C[N+](=O)[O-])c1ccco1 (stereo unspecified) | -2 | 3
CN(CC(=O)Nc1ccccc1F)S(=O)(=O)c1ccc(Br)cc1 | -4 | -7
COc1ccc(C2Cn3nnc(C(=O)NCc4cccc(C(F)(F)F)c4)c3CO2)cc1 (stereo unspecified) | -2 | 0
CCN(CC)CCCNC(=O)C1=C(C)C(=O)OC12CCCCC2 | 0 | -4
Cc1cc2nc3s/c(=C\c4cccc([N+](=O)[O-])c4)c(=O)n3c2cc1C | 6 | 6
CC(C)c1ccc(NC(=O)C(c2ccccc2)N(C)C(=O)c2ccc(=O)[nH]c2)cc1 (stereo unspecified) | -3 | 26
COc1ccc(CCC(=O)Nc2cc(-c3ccco3)nn2-c2nc3c(c(=O)[nH]2)CCC3)cc1 | 4 | -13
COc1cccc2sc(N3CCN(C(=O)c4cnccn4)CC3)nc12 | -18 | -15
CCC(=O)N1CCc2sc(C(=O)N3CCN(c4cccc(OC)c4)CC3)cc2C1 | 10 | 26
O=C(NC1CCN(c2ccc(N3CCCCCC3)nn2)CC1)c1ccc(F)cc1 | 3 | 12
Cc1ccc2nc(NC(=O)CN3C(=O)C4C5C=CC(C5)C4C3=O)sc2c1 (stereo unspecified) | -4 | 16
COc1cc(CN2CCCC2c2c(C)noc2C)ccc1O (stereo unspecified) | 1 | -8
Clc1nc(-c2ccccc2)nc2c1CCC2 | . | -16
CCc1cnc2c(c1Nc1ccc3c(c1)OCCO3)c(=O)n(C)c(=O)n2C | -6 | 11
CCOc1cccc(C(=O)Nc2cccc(Cl)c2)c1 | 0 | -32

Continuation:
SMILES | Pf apPOL inh | mHTT-CaM PPI inh
O=C(CSc1ncccn1)NCc1ccccc1 | 2 | 1
Cc1c(Cl)c([N+](=O)[O-])nn1CCCC(=O)Nc1sc2c(c1C#N)CCC(C)C2 (stereo unspecified) | -1 | 0
COc1ccc(C2=NN(CC(=O)NC3CCCCC3C)C(=O)CC2)cc1 (stereo unspecified) | -16 | 0
COc1ccc(OC)c(N=Cc2cc(Br)cc(Br)c2O)c1 | . | 6
Cn1cnnc1Sc1nc2c(c(=O)n(C)c(=O)n2C)n1Cc1cccc(Cl)c1 | -5 | 5
O=S1(=O)CCOC[C@H](CC2CCCCC2)N1Cc1cccc(Cl)c1 | -1 | -16
CSCCC(NS(=O)(=O)c1cc(C(F)(F)F)cc(C(F)(F)F)c1)C(=O)NNC(=O)c1cccs1 (stereo unspecified) | 7 | .
Oc1cc2c(cc1C(c1ccc(C(F)(F)F)cc1)N1CCOCC1)OCO2 (stereo unspecified) | 12 | .
Cc1ccc(-c2cc3n(n2)CCCN(C(=O)c2n[nH]c4ccccc24)C3)cc1 | -3 | 14
COc1cc(C)c(S(=O)(=O)NCCN2CCOCC2)cc1C | -2 | -3
COc1ccc(NC(=O)c2cc3ccccc3o2)cc1Cl | -10 | 0
CCc1nnc(NS(=O)(=O)c2ccc(NC(=O)C3CCCCC3)cc2)s1 | -6 | -12
CCc1ccc(NC(=O)C2CCCN(c3ncnc4c3nc3n4CCCCC3)C2)cc1 (stereo unspecified) | 1 | 3
COc1ccccc1NC(=O)CSc1ccccc1 | -23 | -8
CC(C)CN(CC(C)C)S(=O)(=O)N1CCC(C(=O)NCc2ccccn2)CC1 | -6 | 7
COc1cc(C(=O)Nc2nc(-c3ccc(C)o3)cs2)cc(OC)c1OC | -3 | 42
O=C(Cn1cnc2c(-c3ccc(F)cc3)csc2c1=O)Nc1cccc(Cl)c1 | 2 | -20
CC1(C)CC(=O)C(C=NCCN2CCNC2=O)=C(O)C1 | 6 | 0
Cc1cc(NS(=O)(=O)c2ccc(NC(=O)CCc3ccccc3)cc2)nc(C)n1 | 1 | 6
Cc1c(C(=O)NC2CCCCC2)oc2ccc(S(=O)(=O)N(C)C3CCCCC3)cc12 | 2 | -3
O=C(NCc1ccc(Br)cc1)c1cncc(-c2ccc(F)cc2)c1 | -1 | -6
COc1ccc(CN2CCN(Cc3cc(OC)c(OC)c(OC)c3)CC2)cc1 | -1 | 3
CC1(C)CC(=O)C2=C(C1)Nc1ccccc1NC2c1ccc(Br)cc1 (stereo unspecified) | -4 | 4
O=C(CSc1ccc2ccccc2n1)Nc1ccc(N2CCOCC2)cc1 | -3 | -5
O=C(c1ccccc1)c1cc(S(=O)(=O)C(F)(F)F)ccc1[N+](=O)[O-] | -2 | 34
O=C(c1ccc(OCC2CCCN(C(=O)c3cc(F)ccc3Cl)C2)cc1)N1CCCC1 (stereo unspecified) | -1 | 10
Cc1ccc(CNC(=O)C2C3C=CC4(CN(Cc5ccccc5Cl)C(=O)C24)O3)cc1 (stereo unspecified) | -2 | 1
O=C(NCc1ccc(N2CCCCCC2)nc1)C1CC1 | -2 | 2
CCCC(=O)Nc1ccc2oc(-c3ccccc3Br)nc2c1 | -4 | -6
O=C(Nc1ccc([N+](=O)[O-])cc1Cl)c1ccc(Br)o1 | 0 | 3

Rewritten with values under each structure: 26 of the compounds above
The line under a structure holds: Pf apPOL inh | mHTT-CaM PPI inh
Cn1cnnc1Sc1nc2c(c(=O)n(C)c(=O)n2C)n1Cc1cccc(Cl)c1
 : -5 | 5
O=S1(=O)CCOC[C@H](CC2CCCCC2)N1Cc1cccc(Cl)c1
 : -1 | -16
CSCCC(NS(=O)(=O)c1cc(C(F)(F)F)cc(C(F)(F)F)c1)C(=O)NNC(=O)c1cccs1 (stereo unspecified)
 : 7 | .
Oc1cc2c(cc1C(c1ccc(C(F)(F)F)cc1)N1CCOCC1)OCO2 (stereo unspecified)
 : 12 | .
Cc1ccc(-c2cc3n(n2)CCCN(C(=O)c2n[nH]c4ccccc24)C3)cc1
 : -3 | 14
COc1cc(C)c(S(=O)(=O)NCCN2CCOCC2)cc1C
 : -2 | -3
COc1ccc(NC(=O)c2cc3ccccc3o2)cc1Cl
 : -10 | 0
CCc1nnc(NS(=O)(=O)c2ccc(NC(=O)C3CCCCC3)cc2)s1
 : -6 | -12
CCc1ccc(NC(=O)C2CCCN(c3ncnc4c3nc3n4CCCCC3)C2)cc1 (stereo unspecified)
 : 1 | 3
COc1ccccc1NC(=O)CSc1ccccc1
 : -23 | -8
CC(C)CN(CC(C)C)S(=O)(=O)N1CCC(C(=O)NCc2ccccn2)CC1
 : -6 | 7
COc1cc(C(=O)Nc2nc(-c3ccc(C)o3)cs2)cc(OC)c1OC
 : -3 | 42
O=C(Cn1cnc2c(-c3ccc(F)cc3)csc2c1=O)Nc1cccc(Cl)c1
 : 2 | -20
CC1(C)CC(=O)C(C=NCCN2CCNC2=O)=C(O)C1
 : 6 | 0
Cc1cc(NS(=O)(=O)c2ccc(NC(=O)CCc3ccccc3)cc2)nc(C)n1
 : 1 | 6
Cc1c(C(=O)NC2CCCCC2)oc2ccc(S(=O)(=O)N(C)C3CCCCC3)cc12
 : 2 | -3
O=C(NCc1ccc(Br)cc1)c1cncc(-c2ccc(F)cc2)c1
 : -1 | -6
COc1ccc(CN2CCN(Cc3cc(OC)c(OC)c(OC)c3)CC2)cc1
 : -1 | 3
CC1(C)CC(=O)C2=C(C1)Nc1ccccc1NC2c1ccc(Br)cc1 (stereo unspecified)
 : -4 | 4
O=C(CSc1ccc2ccccc2n1)Nc1ccc(N2CCOCC2)cc1
 : -3 | -5
O=C(c1ccccc1)c1cc(S(=O)(=O)C(F)(F)F)ccc1[N+](=O)[O-]
 : -2 | 34
O=C(c1ccc(OCC2CCCN(C(=O)c3cc(F)ccc3Cl)C2)cc1)N1CCCC1 (stereo unspecified)
 : -1 | 10
Cc1ccc(CNC(=O)C2C3C=CC4(CN(Cc5ccccc5Cl)C(=O)C24)O3)cc1 (stereo unspecified)
 : -2 | 1
O=C(NCc1ccc(N2CCCCCC2)nc1)C1CC1
 : -2 | 2
CCCC(=O)Nc1ccc2oc(-c3ccccc3Br)nc2c1
 : -4 | -6
O=C(Nc1ccc([N+](=O)[O-])cc1Cl)c1ccc(Br)o1
 : 0 | 3

More compounds.
SMILES | Pf apPOL inh | mHTT-CaM PPI inh
O=C1c2cc(N3CCC4(CC3)OCCO4)c([N+](=O)[O-])cc2C(=O)N1c1ccccc1 | -1 | 1
O=C(NCC(=O)N1CCOC(c2ccccc2)C1)c1c(F)cccc1F (stereo unspecified) | -1 | -2
Cc1ccc(NC(=O)Cn2ccn(-c3ccc(F)cc3)c(=O)c2=O)c(Cl)c1 | 4 | 0
COc1ccc(Cl)cc1C(=O)N/C(=C/c1cccc([N+](=O)[O-])c1)C(=O)Nc1ccc(F)cc1 | -2 | 12
O=C(Nc1c2c(nn1-c1ccc(F)cc1)CS(=O)(=O)C2)c1cc2ccccc2oc1=O | 1 | 4
C=CCSc1nnc2n(-c3ccccc3)c(=O)c3c4c(sc3n12)CCCC4 | -4 | 6
COCCN1CCC(CNC(=O)CN2C(=O)c3ccccc3C2=O)CC1 | -3 | -10
CCOC(=O)c1c(SC)nc2c(C(F)(F)F)cccc2c1N1CCCC1 | -6 | .
COc1ccc(Cc2cnc(NC(=O)c3cccc([N+](=O)[O-])c3)s2)cc1 | -6 | 9

Source: PubChem BioAssay (University of Kansas High Throughput Screening Laboratory)

Some of the compounds tested; rates above refer to the full screens.
